Rad51 HR inh = Rad51 (human) homologous recombination inhibition; Q06609; hRad51 DNA strand exchange, fluorescence dequenching; inhibition, % at 10 µM; 200,000 tested, 0.085% active; AID 1385;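 active means inhibition above 40% at the single screening dose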;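 further: 0% = DMSO control wells and 100% = blanks with heterologous ssDNA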
Target sequence (Q06609 whole entry, looked up): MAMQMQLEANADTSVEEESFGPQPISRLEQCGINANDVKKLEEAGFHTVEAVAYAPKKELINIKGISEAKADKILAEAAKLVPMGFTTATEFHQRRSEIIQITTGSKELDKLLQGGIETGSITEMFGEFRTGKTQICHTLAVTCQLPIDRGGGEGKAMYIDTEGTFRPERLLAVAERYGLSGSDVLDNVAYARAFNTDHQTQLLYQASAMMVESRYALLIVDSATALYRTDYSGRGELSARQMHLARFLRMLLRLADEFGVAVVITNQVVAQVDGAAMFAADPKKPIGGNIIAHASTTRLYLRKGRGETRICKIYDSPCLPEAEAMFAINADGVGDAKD
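Test system – preformed human Rad51 ssDNA filaments · Reagent – Donor/quencher-labelled 47-bp dsDNA substrate · Incubation – 37 °C 15-min filament assembly, 30-min compound preincubation, 15-min exchange · Signal – FRET fluorescence dequenching, excitation 485 nm, emission 520 nm · Read-out – percent inhibition from fluorescence, normalised to plate control and blank means · Benchmarks – plate control and blank wells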
L929 necroptosis = L929 zVAD cell death inhibition; 220,000 tested, 0.38% active; L929 zVAD necroptosis rescue, ATP luminescence, 24 h; with zVAD 60 µM; viability rescue, % at 10 µM;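 active means activation, scaled between plate controls, above about 75%, limit read from the data; inactive means activation under that limit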;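 further: 0% = zVAD with DMSO and 100% = DMSO alone without zVAD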
FXIa inh = inhibitors of human coagulation factor XIa; purified FXIa, Boc-Glu-Ala-Arg-AMC fluorogenic substrate; inhibition, % at 5 µM; 220,000 tested, 0.14% active;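 active means inhibition of at least 40%; inactive means inhibition below 40%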;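 further: fluorescence of freed AMC excited at 355 nm; 0% = enzyme without compound and 100% = no enzyme blank; many of its hits are not listed in these tables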
KCC2 mod = modulators of human KCC2 chloride dependent transport; Q9H2X9; KCC2 cells, thallium flux FluoZin-2 fluorescence; B-score of Tl+ flux slope (higher = more flux/activation; lower = inhibition) at 10 µM; 190,000 tested, 2.2% active; AID 1456;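 active means thallium flux slope and its plate-corrected score both differing from the plate sample mean at a set confidence after two filtering rounds, in either direction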;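 further: slope of fluorescence scaled to starting intensity during 10 to 20 s after thallium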
TNF death inh = TNF-alpha cell death inhibition in Jurkat FADD-/- cells; Jurkat FADD-/- TNF necroptosis rescue, ATP luminescence, 24 h; 0 = TNF only, 100 = no-TNF cells; 220,000 tested, 0.068% active; activation (protection from cell death), % at 10 µM;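 active means activation, meaning protection from cell death, of at least 50% relative to plate controls; inactive means activation below 50%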;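 further: necroptosis triggered by 40 ng/mL TNF-alpha added together with compound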
Hck-Nef inh = human Hck-Nef kinase inhibition; P08631; Recombinant Hck-YEEI plus Nef, Z-Lyte FRET kinase assay; inhibition, % at 20 µM; 220,000 tested, 0.68% active; AID 463187;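 active means Hck-Nef kinase inhibition above about 50%, limit read from the data; inactive means inhibition below that limit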;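 further: 0% = DMSO with Hck plus Nef and 100% = Hck alone without Nef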
Target sequence (P08631 whole entry, looked up): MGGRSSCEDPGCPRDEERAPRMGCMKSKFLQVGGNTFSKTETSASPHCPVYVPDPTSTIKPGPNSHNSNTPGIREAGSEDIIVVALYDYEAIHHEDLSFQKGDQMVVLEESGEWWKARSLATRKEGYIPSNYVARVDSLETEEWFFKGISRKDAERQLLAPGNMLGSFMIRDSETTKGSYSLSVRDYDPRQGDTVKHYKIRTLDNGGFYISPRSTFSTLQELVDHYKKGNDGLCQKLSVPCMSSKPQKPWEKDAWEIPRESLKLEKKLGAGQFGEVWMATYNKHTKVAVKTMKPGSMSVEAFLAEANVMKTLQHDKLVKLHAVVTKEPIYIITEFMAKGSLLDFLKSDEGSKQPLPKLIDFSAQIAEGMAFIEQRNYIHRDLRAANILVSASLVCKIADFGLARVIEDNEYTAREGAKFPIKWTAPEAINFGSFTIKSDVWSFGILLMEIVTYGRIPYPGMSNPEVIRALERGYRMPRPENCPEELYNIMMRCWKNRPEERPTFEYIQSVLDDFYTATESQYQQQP
KLK5 inh = inhibitors of human kallikrein 5; recombinant hK5, fluorogenic AMC substrate cleavage; inhibition, % at 5 µM; 210,000 tested, 0.59% active; AID 873;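 active means inhibition of 40% or more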;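 further: 0% = enzyme controls without compound and 100% = no-enzyme blanks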
Target sequence (Q9Y337 67-293 limits assumed): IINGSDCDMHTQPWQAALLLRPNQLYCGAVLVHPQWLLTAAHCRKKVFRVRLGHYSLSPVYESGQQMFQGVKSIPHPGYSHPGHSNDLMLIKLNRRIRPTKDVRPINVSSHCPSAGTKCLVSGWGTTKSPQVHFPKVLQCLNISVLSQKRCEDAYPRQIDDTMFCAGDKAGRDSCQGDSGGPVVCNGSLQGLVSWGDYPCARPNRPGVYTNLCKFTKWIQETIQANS
Thrombin inh = blocks human thrombin protease activity. P00734. alpha-thrombin, Boc-VPR-AMC fluorogenic substrate cleavage. inhibition, % at 5 µM. 220,000 tested, 0.26% active;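 active means inhibition at or above 40%; inactive means inhibition below 40%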;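 further: 0% = enzyme with no compound and 100% = wells without enzyme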
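Material: human alpha-thrombin enzyme / Medium: pH 7.5 Tris (50 mM) with NaCl 150 mM, Tween 20 0.05% / Compound: single-point dosing at 5 µM, 0.2% DMSO / Incubation: enzyme reaction carried out at room temperature / Detection: AMC fluorescence, 355/460 nm / Read-out basis: percent inhibition scaled between no-compound controls and no-enzyme blanks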
FXIIa inh = inhibitors of human coagulation factor XIIa | purified FXIIa, Boc-QGR-AMC fluorogenic substrate, 2 h | inhibition, % at 5 µM | 220,000 tested, 0.3% active | AID 800; in the data active means inhibition above about 40%;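 further: 0% = enzyme with no compound and 100% = blank without enzyme; many of its hits are not listed in these tables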
Numbers without * were called inactive; nt = not tested or not shown; & = joins results of further samples. Only part of the results is shown; count on the stated rates, not on these rows.

SMILES	Rad51 HR inh	L929 necroptosis	FXIa inh	KCC2 mod	TNF death inh	Hck-Nef inh	KLK5 inh	Thrombin inh	FXIIa inh
CC1(C)C(=O)OC(c2cc(Br)ccc2O)C(C)(C)C1=O (stereo not drawn)	3	1.7	6	-0.56	6.8	3	-7	-4	11
COC(=O)Cn1cc(/C=N/NC(=O)c2ccc(C#N)cc2F)c2ccccc21	-5	0.0	-12	-1.5	0.4	0	-3	-4	5
Cc1cc(N/N=C/c2ccc(O)c(C)c2O)nc(-c2ccccc2O)n1	-1	13	-2	-0.79	-5.4	1	-20	-1	9
CS(=O)(=O)N(Cc1ccc(C(=O)NN=C2CCCC2)cc1)c1ccccc1	3	1.4	2	-0.59	0.3	3	-17	-2	7
COc1cc(OC)c(NS(=O)(=O)c2coc(C(N)=O)c2)cc1Cl	8	3.0	21	nt	2.6	2	0	-2	19
COc1cc(CCC(=O)OCC(=O)Nc2c(C)cccc2C(C)C)cc(OC)c1OC	2	-0.3	7	1.4	0.8	1	-7	-5	12
CCOc1cc(C2NC(=O)NC(O)(C(F)(F)F)C2C(=O)c2ccccc2)ccc1OC (stereo not drawn)	4	-0.4	19	0.48	-0.8	6	29	22	15
CCOC(=O)c1ccc(N2C(=O)CC(N3CCC(C(=O)OCC)CC3)C2=O)cc1 (stereo not drawn)	-7	1.2	5	1.2	-2.0	0	4	-1	-4
COc1ccc(OCC(O)CN2CCN(c3ccc(Cl)cc3)CC2)cc1 (stereo not drawn)	7	0.0	-2	nt	3.0	23	-1	-3	6
O=C(CNC(=O)c1ccccc1F)OCc1nc2ccccc2s1	-4	-0.3	-2	-1.9	-0.1	24	-2	-1	10
Cc1ccc(-c2nnn(CC(=O)N(Cc3ccccc3)C(C(=O)NC3CCCC3)c3ccncc3)n2)o1 (stereo not drawn)	13	-0.1	10	-0.096	-0.5	4	-16	5	16
CCOc1ccc(NC(=S)NCCCN2CCOCC2)cc1	2	6.0	-3	-0.11	0.9	22	1	-3	8
COc1ccc(C(=O)C2CCCN(Cc3cccn3-c3nccs3)C2)cc1OC (stereo not drawn)	15	-0.2	2	-0.99	5.5	17	2	-2	10
CC1(C)Cc2nc(Cl)c(C(N)=O)cc2CO1	-3	-0.8	-10	-0.1	0.0	6	0	-5	4
CCO[C@@H]1OC(C(=O)N2CCCCCCC2)=C[C@H](C2CCCCC2)[C@H]1CCCO	nt	0.3	-3	0.062	1.0	2	-4	-8	2

3 entries picked at random from the list so far:
SMILES	Rad51 HR inh	L929 necroptosis	FXIa inh	KCC2 mod	TNF death inh	Hck-Nef inh	KLK5 inh	Thrombin inh	FXIIa inh
COc1cc(OC)c(NS(=O)(=O)c2coc(C(N)=O)c2)cc1Cl	8	3.0	21	nt	2.6	2	0	-2	19
Cc1ccc(-c2nnn(CC(=O)N(Cc3ccccc3)C(C(=O)NC3CCCC3)c3ccncc3)n2)o1 (stereo not drawn)	13	-0.1	10	-0.096	-0.5	4	-16	5	16
COc1ccc(C(=O)C2CCCN(Cc3cccn3-c3nccs3)C2)cc1OC (stereo not drawn)	15	-0.2	2	-0.99	5.5	17	2	-2	10

Following part:
SMILES	Rad51 HR inh	L929 necroptosis	FXIa inh	KCC2 mod	TNF death inh	Hck-Nef inh	KLK5 inh	Thrombin inh	FXIIa inh
CCOC(=O)CSc1ccc2nnc(-c3cccnc3)n2n1	3	1.1	16	0.6	0.4	3	26	23	16
CN(C)c1ccc(N=Nc2ccccc2C(=O)OCC(=O)NC2CCCC2)cc1	-1	2.0	-4	-1.3	2.3	-3	5	-8	4
O=C(CSc1ccc(C(F)(F)F)cc1[N+](=O)[O-])Nc1ccc2ccccc2c1	10	2.1	-3	0.19	1.3	0	-5	-9	3
O=C(Nc1cccn2ncnc12)c1ccc(Cl)cc1	-2	0.1	-5	0.079	-4.2	1	-2	0	3
Cc1nc(NC(=O)c2ccccc2)sc1-c1csc(NCc2ccco2)n1	-3	1.2	4	1	0.4	1	-14	0	11
CCC(Sc1ccc2nnc(-c3ccc(F)cc3)n2n1)C(=O)O (stereo not drawn)	-11	0.1	-3	2	0.0	2	-8	-2	16
COc1ccc(S(=O)(=O)Nc2cc(C)c(O)c(S(=O)(=O)c3ccccc3)c2)cc1	-1	-0.3	6	0.036	2.2	-6	-19	0	11
CCOC(=O)c1cc(CC)sc1NC(=O)C1CC1	2	-0.2	3	-1.1	-1.0	0	-4	5	12
O=C(N/N=C/c1sc(N2CCCCC2)nc1-c1cccs1)c1cccnc1	-46	-0.2	-3	0.00011	-7.3	-44	-5	-9	4
CCOc1ccc(C(=O)Nc2ccc3c(c2)OCCO3)cc1OC	13	-0.4	-4	-0.6	-1.4	16	-8	-12	15
CCN1/C(=C/C(C)=C/c2sc3ccccc3[n+]2CC)Sc2ccccc21	81*	11	-6	-0.038	-15	39	-2	7	5
O=C(CN1CCOCC1)Nc1ccc2c(c1)OCO2	-9	0.7	-2	1.2	0.8	15	-5	-7	7
Cc1ccc(Cl)cc1N1CCN(S(=O)(=O)c2ccc3c(c2)oc(=O)n3C)CC1	6	-0.2	0	nt	-2.0	-1	22	1	5
O=c1c(Cc2c(F)cccc2Cl)c(O)ccn1CCc1ccccn1	-35	-0.3	-4	2.2	1.5	-5	-13	-1	1
COCCN1CCN(Cc2nc(Cc3ccc(OC)c(OC)c3)no2)CC1	25	-1.2	3	0.54	0.3	18	0	4	6
CCS(=O)(=O)N1CCC(C(=O)O)CC1	-2	1.7	-4	-0.35	0.4	-12	-1	-6	1
Cc1nnc(-c2ccco2)c2cn(-c3cccc(Br)c3)nc12	-5	-0.8	1	-2	-2.5	3	-23	-2	-2
CCCCSc1nn[nH]n1	-10	0.9	-11	nt	0.8	5	0	-4	-1
COc1ccc2c(-c3ccccc3)cc(SCC(=O)N(C)C)nc2c1	-2	1.3	26	0.088	0.8	22	3	-11	10
COc1ccc(OCCNS(=O)(=O)c2cccc([N+](=O)[O-])c2)cc1	3	-2.1	4	-0.93	1.5	26	7	-4	11
COc1ccc2nc(NNC(=O)c3cc(=O)c4ccccc4o3)sc2c1	nt	-0.2	3	-0.38	-1.4	4	-12	3	4
Cc1[nH]n(-c2ccc([N+](=O)[O-])cc2)c(=O)c1C=NCC1CCCO1 (stereo not drawn)	1	16	-2	-1.4	-6.9	16	1	-5	5
O=S(=O)(Cc1ccc(Cl)cc1)NCC1CCCO1 (stereo not drawn)	0	-0.1	-19	0.2	6.5	0	-7	-2	-12
CC(=O)NCCOc1cccc2ccccc12	2	0.6	2	0.35	-1.4	-9	-5	-5	-1
COc1cc(NC(=O)Cn2cnc3sc(C)c(S(=O)(=O)N4CCN(C)CC4)c3c2=O)cc(OC)c1OC	nt	-0.6	1	0.51	0.1	-11	nt	-2	12
O=C1c2ccccc2C2=Nc3ccccc3SC(c3ccc(Cl)cc3)C12 (stereo not drawn)	nt	1.0	12	-0.082	4.3	-2	-20	-1	13
CC(NC(=O)OCc1ccccc1)C(=O)Oc1cc2oc(=O)cc(-c3ccccc3)c2cc1Cl (stereo not drawn)	0	0.2	-5	-0.65	1.7	1	10	-3	0
Cc1cnc(NC(=O)CSC(=S)N2CCOCC2)s1	-54	-0.1	-5	0.043	0.8	8	-14	2	2
COc1ccc(-c2[nH]ncc2CN(C)C(C)c2ccon2)cc1F (stereo not drawn)	-33	0.4	-2	1	-0.1	17	-1	-7	7
CCCn1c(=O)c(C(=O)NCc2cccnc2)c(O)c2ccccc21	-4	-0.5	-2	nt	-0.3	-1	2	-1	8
CC(C)(C)NC(=O)C(OC(=O)c1cccs1)c1ccc(F)cc1 (stereo not drawn)	5	1.6	-13	1.8	3.0	15	-8	-25	3
CC(=O)Oc1c(C)c(=O)n(C)c2ccccc12	5	0.5	24	0.78	0.2	4	-18	3	28
Nc1sc(-c2ccccc2)n[n+]1Cc1cccc2cccnc12	-6	-0.4	3	-0.18	0.2	11	6	3	13
O=C(c1c(F)cccc1F)N1CCN(c2cccc(C(F)(F)F)c2)CC1	-3	-0.8	4	-0.085	-0.9	-5	-3	0	15
O=c1c2ccccc2c(-c2ccccc2)nn1Cc1c(Cl)cccc1Cl	0	1.1	1	nt	-1.9	2	-6	-2	12
CC1CCCCN1C(=O)COC(=O)/C=C/c1ccc2ccccc2n1 (stereo not drawn)	-3	9.3	-1	-2.1	-0.3	24	-7	1	8
CC(C)C(C(=O)N1CCN(C(=O)OC(C)(C)C)CC1)n1cc(-c2cn([C@@H](C)C(=O)N3CCN(C(=O)OC(C)(C)C)CC3)nn2)nn1 (stereo partly drawn)	-6	-0.1	-2	-0.15	3.6	19	-3	-2	2
O=C(NNC(=O)c1ccccc1O)c1ccco1	2	1.3	-4	0.84	-0.6	-2	-24	0	1
O=C(CNC(=O)c1ccco1)N/N=C/c1c[nH]c2ccccc12	-53	0.5	-3	-0.61	0.7	3	-12	2	2
CCCc1c(OCCCCc2nn[nH]n2)ccc(C(C)=O)c1O	-7	5.7	5	-4.3&-2.7	2.4	0	-7	nt	14
COc1ccccc1C(=O)Nc1ccc(N2CCN(S(C)(=O)=O)CC2)cc1	-2	0.0	0	0.098	-0.5	2	-5	-3	7
CC(C)CNS(=O)(=O)c1ccc(CCC(=O)NCc2ccncc2)cc1	9	10	-2	0.16	1.6	9	-3	2	6
O=C(/C(=C/c1ccc(Cl)cc1)c1nc2ccccc2[nH]1)c1cccs1	-6	65	3	-0.44	-22	1	-3	-2	11
Cc1cc(C(=O)OCC(=O)N2CC(C)CC(C)C2)c(C)o1 (stereo not drawn)	-5	-0.2	-14	0.042	-1.5	0	8	0	20
O=C(CCOc1ccccc1)OCC(=O)c1cc2ccccc2o1	-5	0.1	-6	nt	-1.4	-1	2	1	-3
O=C(CSc1nnc(-c2ccco2)n1Cc1ccccc1)OC1CCCCC1	-2	0.1	4	-1.7	-3.2	0	-4	2	19
CC(C)CCn1c(SCCc2ccccc2)nc2c1c(=O)[nH]c(=O)n2C	-13	0.3	-3	nt	-2.5	1	-2	2	14
CCS(=O)(=O)N1CCC(C(=O)NCCN2CCN(Cc3ccccc3)CC2)CC1	-1	-0.1	2	0.058	0.4	2	16	8	20
CC(C)(C)n1nnnc1CN(Cc1ccc(F)cc1)Cc1ccco1	-5	-0.2	-5	-0.56	-0.1	-1	4	-7	4
CCN(CC)C(=O)c1sc2nc(-c3ccc(OC)cc3)cn2c1C	nt	24	-2	nt	2.2	2	-2	-10	-4
CCCCOc1cccc(OCC(=O)Nc2nc3ccccc3[nH]2)c1	-14	-0.3	1	0.47	1.6	5	-13	-7	2
CC(NC(=O)c1ccc(Cl)cc1)C(=O)N1CCCCC1 (stereo not drawn)	nt	-0.6	-1	nt	0.5	0	-5	-1	6
Cn1cc([N+](=O)[O-])c(C(=O)Nc2ccc(Br)cn2)n1	2	-0.2	-7	0.077	-2.5	1	-1	3	4
CCN(C(=O)c1coc(=O)c(Br)c1)c1ccc2c(c1)OCO2	-19	-1.2	3	nt	-9.7	12	-14	2	11
COCCn1c(C)cc(/C=C2/NC(=O)N(Cc3ccc(C)cc3)C2=O)c1C	nt	0.1	2	0.59	3.7	30	0	-14	3

Screening results (PubChem)
